CHO-K1 Ca antag – M1 antagonist counterscreen hit in parental CHO-K1 cells; ATP-induced calcium, Fluo-8 fluorescence; hit rate 0.6% among 360,000; inhibition, % at 3 µM;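 active means inhibition above a per-plate cutoff, the plate's mean sample inhibition plus 3 SD, cut at about 24% in these data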;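 further: 0% = DMSO plus EC80 ATP and 100% = DMSO alone without ATP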
TAAR1 antagonist – human TAAR1 antagonism. Q96RJ0. CHO RD-HGA16 TAAR1, Fluo-8 calcium fluorescence, antagonist. inhibition, % at 3 µM. hit rate 1.5% among 360,000. AID 624466;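 active means inhibition above a per-plate cutoff, the mean inhibition of test compounds on that plate plus 3 SD, cut at about 49% in these data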;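 further: 0% = DMSO plus EC80 beta-PEA response and 100% = DMSO alone without agonist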
Target sequence (Q96RJ0 whole entry, looked up): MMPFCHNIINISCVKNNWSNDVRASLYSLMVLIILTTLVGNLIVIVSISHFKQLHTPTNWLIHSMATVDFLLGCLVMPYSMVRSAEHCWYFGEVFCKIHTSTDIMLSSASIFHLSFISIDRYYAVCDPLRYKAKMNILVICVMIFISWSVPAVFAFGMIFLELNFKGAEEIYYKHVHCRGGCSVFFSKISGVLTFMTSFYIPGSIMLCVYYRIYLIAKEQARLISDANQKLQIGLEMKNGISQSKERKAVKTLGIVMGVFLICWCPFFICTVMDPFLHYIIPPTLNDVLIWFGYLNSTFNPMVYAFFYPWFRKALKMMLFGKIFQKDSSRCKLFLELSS
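System: RD-HGA16 CHO cells with stable hTAAR1 and Gα16 | Probe or stimulus: EC80 β-phenethylamine stimulus | Dosing: 3 µM, single point | Times: Dye loading 75 min at 37 °C, then 30 min room temperature | Measured by: Fluo-8 calcium-sensitive fluorescence | Read-out basis: % inhibition of agonist calcium response | Replicates: n of 1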
M1 ag – activates human CHRM1 receptor. hit rate 0.33% among 360,000. CHO-K1 hM1, Fluo-8 calcium fluorescence, agonist mode; 0% DMSO, 100% acetylcholine EC100. activation, % at 3 µM;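 active means activation above the run's mean compound activation plus 3 SD, cut at about 16% in these data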;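 further: peak over basal fluorescence ratio within a 140 s kinetic read after compound addition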
TAAR1 ag – agonists of human TAAR1; Q96RJ0; CHO RD-HGA16 TAAR1, Fluo-8 calcium fluorescence; vehicle wells 0%, saturating PEA agonist 100%; activation, % at 3 µM; hit rate 0.99% among 360,000; AID 624467;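 active means activation above the mean activation of all test compounds in the run plus 3 SD, cut at about 38% in these data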
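System: CHO-derived RD-HGA16 cells with stable Gα16 and human TAAR1 / Times: 17-24 h plating, Fluo-8 75 min 37 °C, 30 min RT / Technique: calcium-sensitive Fluo-8 signal, excitation 470-495, emission 515-575 nm / Measure: % activation relative to PEA EC100 response / Benchmarks: DMSO and PEA EC100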
CHO-K1 Ca ag – counter-screen for M1 agonists: effect in parental CHO-K1 cells | Fluo-8 calcium fluorescence; scaled to maximal ATP response, vehicle zero | activation, % at 3 µM | hit rate 0.48% among 360,000; in the data active means activation above about 15%;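 further: untransfected CHO-K1 host cells lacking M1 receptor as counterscreen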
CHO parental Ca – counter-screen: ATP calcium response change in parental CHO cells; hit rate 0.63% among 330,000; inhibition, % at 5.6 µM; parental CHO-K1, ATP-induced calcium, Fluo-8 fluorescence; AID 463079;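 active means inhibition above that plate's mean sample inhibition plus 3 SD, cut at about 26% in these data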;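 further: 0% = ATP-challenged DMSO wells and 100% = DMSO wells without ATP; some compounds past the cut are filed as inactive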
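Test system: untransfected parental CHO cell line; also added: ATP stimulus; dosing: 5.6 µM, single dose; signal: calcium-sensitive Fluo-8 fluorescence; measure: percent inhibition of ATP-evoked calcium rise, normalized to controls; benchmarks: low control ATP plus DMSO, high control DMSO only; replication: one well per compound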
V1R ag counter – counter-screen for oxytocin receptor agonists: human V1a receptor agonists; activation, % at 3 µM; hit rate 0.25% among 320,000; P37288; CHO-V1R cells, Fluo-8 calcium fluorescence, agonist mode; 0% DMSO, 100% 3 nM vasopressin;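 active means activation above the mean activation of all tested compounds plus 3 SD, per screening run, cut at about 20% in these data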;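 further: signal is peak over basal fluorescence ratio across a 100 second FLIPR read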
Target sequence (P37288 whole entry, looked up): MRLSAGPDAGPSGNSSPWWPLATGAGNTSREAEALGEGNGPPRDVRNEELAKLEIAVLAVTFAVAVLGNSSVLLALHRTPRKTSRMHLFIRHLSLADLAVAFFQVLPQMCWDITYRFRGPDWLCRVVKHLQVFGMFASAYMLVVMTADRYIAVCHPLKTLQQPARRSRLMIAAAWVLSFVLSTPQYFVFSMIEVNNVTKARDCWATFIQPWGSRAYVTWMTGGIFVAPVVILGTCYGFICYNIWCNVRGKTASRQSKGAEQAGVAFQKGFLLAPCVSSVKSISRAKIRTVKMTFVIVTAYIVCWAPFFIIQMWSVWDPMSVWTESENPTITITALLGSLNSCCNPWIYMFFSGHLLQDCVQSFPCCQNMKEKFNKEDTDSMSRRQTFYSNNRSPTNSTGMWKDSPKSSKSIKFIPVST
OXTR potentiate – human OXTR potentiation. activation, % at 3 µM. AID 2445. P30559. CHO-OTR cells, Fluo-8 calcium fluorescence, potentiator mode; 0% = oxytocin EC15, 100% = EC100. hit rate 0.061% among 320,000;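 active means activation above that plate's cutoff, the mean activation of tested compounds plus 3 SD, cut at about 6.6% in these data, passing the limit was not always enough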;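 further: 100% uses oxytocin at 75 nM as the full agonist control; some results filed as inactive read as strong as hits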
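Assay system: CHO cell line stably expressing human OTR. Reagent: EC15 oxytocin agonist. Dosing: single dose, 3.0 µM nominal final compound concentration. Timing: compound 6 min at room temperature before oxytocin, 100 s read. Signal: kinetic Fluo-8 calcium fluorescence. Controls: oxytocin EC15 low and EC100 high.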
M1 PAM parental – nonselective activator or artifact in parental CHO-K1 calcium assay; hit rate 0.02% among 360,000; activation, % at 3 µM; ATP EC20, Fluo-8 calcium fluorescence; 0% at ATP EC20, 100% at ATP max;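 active means activation above the run cutoff, the mean activation of all test compounds plus 3 SD, cut at about 40% in these data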;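 further: peak over basal fluorescence ratio in a 140 s read after ATP addition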
* marks the source's active call; other numbers are inactive results; x = not tested or not shown; & = joins results of further samples.

1	CCCCCCC(=O)N(O)C1CC(=O)N(c2ccc(C)cc2)C1=O (stereo unspecified)
2	CCc1c(C)nc2c(-c3ccccc3OC)c(C)[nH]n2c1=O
3	Cc1cccc(NC(=O)CN2C(=S)NC(C)(C)CC2C)c1 (stereo unspecified)
4	Cc1cc(-c2nnc(SCC(=O)c3ccc(Cl)cc3)o2)no1
5	Cc1cccnc1NC(=O)c1ccc(S(=O)(=O)N2CCCCCC2)cc1
Screen / compound no.	1	2	3	4	5
CHO-K1 Ca antag	8	-9	-3	2	-4
TAAR1 antagonist	-10	-10	12	0	-11
M1 ag	-4	-2	-8	-3	-5
TAAR1 ag	9	1	0	10	3
CHO-K1 Ca ag	-0.3	0.8	0.5	-0.2	1.5
CHO parental Ca	-5	-3	5	-16	-2
V1R ag counter	-0.8	0.4	-0.7	-0.4	-0.1
OXTR potentiate	1	-11	2	-9	-2
M1 PAM parental	-7	24	17	1	13

6	Cc1ccc(NC(=O)CSc2nc3ccccc3nc2N2CCOCC2)cc1
7	CCOC(=O)N1CCC(NC(=O)CCCC(=O)O)CC1
8	COc1ccc(N/N=C(/N=Nc2nc(C)cc(=O)[nH]2)c2ccccc2)cc1
9	CCN1C(=O)c2cccc3c(S(=O)(=O)Nc4ccccc4O)ccc1c23
10	O=C(CN1C(=O)CCS(=O)(=O)c2ccccc21)Nc1ccc(Cl)cc1
Screen / compound no.	6	7	8	9	10
CHO-K1 Ca antag	2	-2	3	-9	-11
TAAR1 antagonist	-8	-18	20	-25	-12
M1 ag	-5	-5	-2	-1	-1
TAAR1 ag	0	0	2	1	1
CHO-K1 Ca ag	-0.4	0.1	-0.3	2.7	2.4
CHO parental Ca	-5	7	-16	-31	-13
V1R ag counter	-0.6	1.4	-1.5	2.2	3.2
OXTR potentiate	-1	-14	-15	-5	-9
M1 PAM parental	3	4	-4	12	7

11	Cc1nc(C)c(C(=O)NNS(=O)(=O)c2ccc3ccccc3c2)s1
12	CC1(C(=O)NCc2ccc(F)c(F)c2)Cc2c(-c3ccc4c(c3)OCO4)ccnc2O1 (stereo unspecified)
13	CCCCCn1c(CCC(=O)Oc2ccccc2OC)nc2c1c(=O)[nH]c(=O)n2CCCC
14	COc1ccc(C(=O)C(=O)c2ccc(OCCO)cc2)cc1
15	CC(C)Cc1oc(C(=O)O)cc1CN
Screen / compound no.	11	12	13	14	15
CHO-K1 Ca antag	5	7	-11	-15	-9
TAAR1 antagonist	17	-42	15	23	-21
M1 ag	-2	-7	-4	2	2
TAAR1 ag	4	0	14	11	10
CHO-K1 Ca ag	10	-0.3	-0.2	1.0	0.2
CHO parental Ca	17	x	-17	2	-8
V1R ag counter	9.8	x	-1.1	2.1	0.0
OXTR potentiate	-15	x	-11	-4	-8
M1 PAM parental	-4	-2	20	7	-11

16	CCn1c(SCc2cccc(OC)c2)nc2ccccc2c1=O
17	CN(C)c1oc(/C=C/c2ccccc2)nc1C#N
18	CC(c1ccccc1)N1C(=O)c2ccccc2C1(O)Cc1ccccc1 (stereo unspecified)
19	O=C(NCC1CCCO1)c1cc(-c2ccccc2)nc2ccccc12 (stereo unspecified)
20	COc1ccc(C2C(Oc3ccccc3)C(=O)N2c2ccc(C)c(C)c2)cc1OC (stereo unspecified)
Screen / compound no.	16	17	18	19	20
CHO-K1 Ca antag	-24	2	-2	3	-2
TAAR1 antagonist	1	4	-1	18	26
M1 ag	-6	-5	-8	-1	-4
TAAR1 ag	2	0	6	5	9
CHO-K1 Ca ag	-0.3	0.8	-0.3	2.6	1.0
CHO parental Ca	-25	-18	-19	-26	-12
V1R ag counter	2.3	2.3	1.2	0.6	0.7
OXTR potentiate	-11	-4	1	-4	-22
M1 PAM parental	2	9	2	-15	3

21	COc1cc2c(cc1OC)CN(C(=O)c1ccc([N+](=O)[O-])o1)CC2
22	CC1(C)N=C(/C=N/O)C=[N+]1[O-]
23	CC1Cc2ccccc2N1S(=O)(=O)c1cccs1 (stereo unspecified)
24	N#CCCn1c(=O)n(CCC#N)c2ccccc21
25	CCN(c1ccccc1)c1nc(=O)c2cccnc2s1
Screen / compound no.	21	22	23	24	25
CHO-K1 Ca antag	-5	1	-26	4	-17
TAAR1 antagonist	-13	-26	6	-9	3
M1 ag	-1	-3	-11	-2	-6
TAAR1 ag	1	7	14	3	1
CHO-K1 Ca ag	0.5	1.6	0.5	0.4	0.1
CHO parental Ca	-19	7	-13	-6	-3
V1R ag counter	-1.6	-0.3	-0.6	1.2	-1.2
OXTR potentiate	-5	-14	0	-3	-5
M1 PAM parental	7	13	17	3	16

26	COc1cc(NC(=O)c2ccc(N)nc2)cc(C(=O)Nc2cccc(C(F)(F)F)c2)c1
27	COc1ccc(OCC(=O)N/N=C(\C)c2ccc(OC)cc2)cc1
28	COc1ccc(NC(=O)[C@@H]2CCCN2C(=O)[C@@H]2Cc3ccccc3CN2C(=O)OC(C)(C)C)cc1
29	O=c1c2ccccc2nc2n1C(CSc1ccc(F)cc1)CN2 (stereo unspecified)
30	COc1ccc(/C=C/C(=O)Nc2ccccc2)cc1OC
Screen / compound no.	26	27	28	29	30
CHO-K1 Ca antag	9&-9	-10	-14	4	-14
TAAR1 antagonist	45&33	-20	-21	-29	6
M1 ag	-2&-3	-5	-6	-2	-3
TAAR1 ag	6&9	0	-3	4	0
CHO-K1 Ca ag	1.4&0.3	0.4	-1.6	-0.1	0.0
CHO parental Ca	-18	-4	-31	-3	11
V1R ag counter	0.7	-0.7	-0.7	1.1	-1.5
OXTR potentiate	-6	0	2	1	-10
M1 PAM parental	2&5	8	23	2	13

31	CN(C)S(=O)(=O)c1cccc(NC(=S)NC23CC4CC(CC(C4)C2)C3)c1
32	Cc1csc(=O)n1CC(=O)OCc1nnc(-c2ccccc2)o1
33	COc1ccc(-n2c(C)c(C(=O)O)c3cc(OC)c4ccccc4c32)cc1
34	O=C(CSc1nc2ccccc2s1)N1c2ccccc2Sc2ccccc21
35	Cc1nc(-c2cccnc2)sc1C(=O)Nc1ccc(C(F)(F)F)cc1
Screen / compound no.	31	32	33	34	35
CHO-K1 Ca antag	0	3	-2	9	0
TAAR1 antagonist	8	-9	-10	6	20
M1 ag	-3	-1	-3	-2	-5
TAAR1 ag	6	4	-1	1	17
CHO-K1 Ca ag	8.8	-0.1	0.7	-0.3	1.4
CHO parental Ca	-19	-6	-13	2	1
V1R ag counter	6.4	-0.2	-0.9	0.1	3.6
OXTR potentiate	-14	-10	0	-16	-4
M1 PAM parental	7	-14	0	-5	10

36	CC1Cc2ccccc2N1C(=O)CSc1nc2cc3c(cc2cc1C#N)OCO3 (stereo unspecified)
37	CN(C)/C=C1/C=C(C=O)OC1=O
38	Cc1cc(C)c(C)c(N=Nc2nc3ccccc3n2C)c1C
39	Cc1ccc(Cc2cnc(NC(=O)C3=NCCN3)s2)cc1
40	N#Cc1ccc(C23CC4(C2)[C@H](CN(Cc2ccc(-c5ccccc5)cc2)[C@@H]4c2ccccc2)C3c2ccccc2)cc1 (stereo partly specified)
Screen / compound no.	36	37	38	39	40
CHO-K1 Ca antag	14	-11	-5	x	-5
TAAR1 antagonist	8	10	-23	-10	2
M1 ag	-3	-2	-8	x	-3
TAAR1 ag	0	9	6	2	5
CHO-K1 Ca ag	-0.2	6.5	1.4	x	0.7
CHO parental Ca	-22	-10	-35	2	-10
V1R ag counter	0.5	0.5	-1.6	3.5	-0.7
OXTR potentiate	-12	-3	-8	-3	-5
M1 PAM parental	-6	1	17	x	6

41	CCCc1ncc(CN2CCC(C(=O)Nc3cccc(-c4cscn4)c3)CC2)cn1
42	CC(=O)c1c[nH]c(C(=O)NC2CCCCCC2)c1
43	CCSc1ccccc1C(=O)N1CCN(c2ccc([N+](=O)[O-])cc2)CC1
44	Cc1ccc(-c2csc3nc[nH]c(=O)c23)cc1C
45	COc1ccc(/C=N/Nc2nccnc2Cl)c(OC)c1
Screen / compound no.	41	42	43	44	45
CHO-K1 Ca antag	-15	-7	-1	-12	1
TAAR1 antagonist	-14	-24	13	-3	2
M1 ag	-3	-1	-1	-6	-7
TAAR1 ag	1	0	2	-2	-2
CHO-K1 Ca ag	3.6	1.9	6.6	0.9	-0.6
CHO parental Ca	-7	-5	-13	-7	-16
V1R ag counter	1.0	-0.1	4.7	-0.2	-0.8
OXTR potentiate	-14	-4	-4	-3	11
M1 PAM parental	-7	14	0	15	5

46	O=c1nc2sc3ccccc3n2c(=O)n1-c1cccc(Cl)c1
47	C[C@@H]1CN([C@H](C)CO)C(=O)CCCn2nncc2CO[C@H]1CN(C)C(=O)Cc1ccccc1
48	O=C(Nc1cccnc1Cl)c1ccc(Cl)c([N+](=O)[O-])c1
49	COc1ccc(Cl)c(Cn2c(NCc3ccccn3)nc3c2c(=O)n(C)c(=O)n3C)c1
50	COc1cccc(NC(=O)NCc2c(-c3ccccc3)noc2C)c1
51	CC1CCN(C(=O)c2ccc3c(Cl)c4c(nc3c2)CCCC4)CC1
Screen / compound no.	46	47	48	49	50	51
CHO-K1 Ca antag	5	-12	-3	-5	1	7
TAAR1 antagonist	x	6	-6	-12	-17	-8
M1 ag	-3	-2	-4	-5	2	-9
TAAR1 ag	x	0	0	9	4	8
CHO-K1 Ca ag	-0.2	0.6	0.4	-0.2	1.9	0.0
CHO parental Ca	2	x	-13	-36	-5	-22
V1R ag counter	0.8	x	1.3	-1.3	0.7	0.4
OXTR potentiate	-4	x	-3	-2	-1	-3
M1 PAM parental	-4	16	10	9	-3	-9

Screening data: PubChem, The Scripps Research Institute Molecular Screening Center
